FBW7 act – FBW7 E3 ligase activators, primary screen, biochemical, AlphaScreen, human. F-box/WD repeat-containing protein 7 (Homo sapiens), Q969H0. AID 1259310, 2017. AlphaScreen FBW7–phospho-cyclin E peptide binding, activator screen. 650,000 compounds, 0.13% hits. normalized activity (activation), % at 26.1 µM; in the data active = normalized activity above about 1.9%;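 note: purified mutant Fbw7 with reduced substrate affinity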
TEAD-YAP block – TEAD-YAP interaction inhibition, primary screen, TEAD-YAP interaction inhibitor project, luminescence, HEK-TIYL cells. TEAD-Gal4/YAP UAS-luciferase luminescence. inhibition, % at 9.12 µM. 640,000 compounds, 1.4% hits; in the data active = inhibition above about 32%;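 note: 0% = median of test compound wells and 100% = reference inhibitor wells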
MITF inh – MITF inhibitors, primary screen, biochemical, AlphaScreen, human | 650,000 compounds, 0.91% hits | inhibition, % at 2.6 µM | AlphaScreen MITF homodimerization, bead proximity signal | Microphthalmia-associated transcription factor (Homo sapiens), O75030; in the data active = inhibition above about 50%;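 note: 0% = vehicle wells with protein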
Target sequence (O75030 whole entry, looked up): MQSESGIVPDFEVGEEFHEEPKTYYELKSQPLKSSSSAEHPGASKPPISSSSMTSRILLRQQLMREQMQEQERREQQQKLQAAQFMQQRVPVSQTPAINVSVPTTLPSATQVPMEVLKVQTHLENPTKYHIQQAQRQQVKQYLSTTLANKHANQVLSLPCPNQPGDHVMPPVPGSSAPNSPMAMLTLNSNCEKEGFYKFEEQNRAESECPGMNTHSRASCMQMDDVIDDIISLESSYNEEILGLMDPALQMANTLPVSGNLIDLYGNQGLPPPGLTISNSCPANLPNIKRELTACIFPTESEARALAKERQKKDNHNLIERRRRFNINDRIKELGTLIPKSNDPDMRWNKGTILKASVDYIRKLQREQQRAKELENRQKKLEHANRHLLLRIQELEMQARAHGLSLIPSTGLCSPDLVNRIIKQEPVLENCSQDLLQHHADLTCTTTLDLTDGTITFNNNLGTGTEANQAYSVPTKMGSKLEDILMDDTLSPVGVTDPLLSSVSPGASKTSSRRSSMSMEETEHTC
GPR151 activ – activators of human GPR151, primary screen, cell-based, PathHunter beta-arrestin, luminescence | PathHunter beta-arrestin GPR151 cells | AID 1508602, 2020 | 650,000 compounds, 1% hits | activation, % at 11.2 µM | G-protein coupled receptor 151 (Homo sapiens), Q8TDV0; in the data active = activation above about 4.9%;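 note: 0% = median of compound wells and 100% = cells with positive control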
Target sequence (Q8TDV0 whole entry, looked up): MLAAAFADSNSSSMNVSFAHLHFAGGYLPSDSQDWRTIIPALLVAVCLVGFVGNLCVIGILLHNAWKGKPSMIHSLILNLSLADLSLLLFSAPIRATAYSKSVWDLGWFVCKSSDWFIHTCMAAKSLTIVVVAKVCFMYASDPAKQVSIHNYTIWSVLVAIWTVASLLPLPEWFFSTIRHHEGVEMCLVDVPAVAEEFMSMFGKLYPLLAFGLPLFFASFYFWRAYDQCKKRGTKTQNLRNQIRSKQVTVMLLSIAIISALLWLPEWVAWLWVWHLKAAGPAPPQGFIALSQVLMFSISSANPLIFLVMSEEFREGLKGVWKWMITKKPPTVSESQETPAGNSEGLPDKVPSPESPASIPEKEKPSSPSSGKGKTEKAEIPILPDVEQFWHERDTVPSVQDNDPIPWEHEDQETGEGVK
Active calls of the source: *; x = no result given.

SMILES	FBW7 act	TEAD-YAP block	MITF inh	GPR151 activ
C=CCn1c(SCC(=O)NCCc2ccccc2)nc2sc3c(c2c1=O)CCC(C)C3 (stereo not given)	0.0	2	6	-1.7
Cc1sc(NC(=O)c2cc(Cl)cc(Cl)c2)nc1-c1ccccc1	-0.1	1	-1	0.1
O=C1c2ccc([N+](=O)[O-])cc2C(=O)N1Cc1ccccc1[N+](=O)[O-]	-0.1	5	-12	-0.3
COc1ccccc1NC(=O)c1coc(=O)c2ccccc12	-0.1	7	4	0.1
CCCc1[nH]nc2c1C(c1ccccc1Cl)C(C#N)=C(N)O2 (stereo not given)	-0.1	4	-1	-1.1
Cc1ccc(C2C(=O)N(C3CCCCC3)CC(=O)N2C2CC2)cc1 (stereo not given)	0.0	-1	6	-1.1
COCCN1C=C(C(=O)OC)C(c2ccccc2F)C(C(=O)OC)=C1	0.1	0	5	0.8
COc1ccccc1NC(C)C(=O)N/N=C/c1cc(Cl)cc([N+](=O)[O-])c1O (stereo not given)	-0.4	4	10	-0.5
Cc1cc(N2CCCCC2)nc2ccc(NC(=O)c3cc(=O)c4ccccc4o3)cc12	0.0	-5	-17	-0.9
COCCOC(=O)c1c(C)oc2ccc(OCC(=O)OC(C)C)cc12	0.7	-1	22	-1.5
CCN1C(=O)c2cccc3c(S(=O)(=O)N(C)c4ccccc4)ccc1c23	0.5	-8	-10	1.3
O=c1[nH]c(=O)n(-c2ccc(F)cc2)c(O)c1/C=C1\C=CC=N1	0.1	6	6	0.5
Cc1ccc(CNc2c(-c3ccccc3)c(=O)c2=O)cc1	0.0	-8	-1	-0.8
CC(=O)Nc1ccc(C(=O)NNC(=O)c2ccccc2)cc1	0.0	-1	0	0.2
COC(=O)c1cccc(-n2c(C)ccc2-c2ccccc2)c1	0.0	-55	11	-1.0
CC(=O)c1cccc(-c2nc(Nc3ccc(N4CCOCC4)cc3)c3[nH]cnc3n2)c1	-0.1	-2	3	0.5
O=S(=O)(c1ccc2ccccc2c1)N1CCN(C/C=C/c2ccccc2)CC1	-0.1	-4	19	0.6
COC(=O)c1ccc(COC(=O)c2ccc[nH]c2=O)o1	0.0	-9	-9	0.3
Cc1nc(NCc2ccc3c(c2)CCO3)sc1-c1ccn(CCN2CCCC2)n1	0.2	-3	8	0.7
Cc1ccc(-c2cc3ncc4c(n3n2)CCCC4=O)cc1	0.3	-6	-8	-1.1
O=C(OCc1ccccc1)[C@H](O)c1ccccc1	x	x	10	-2.2
Cc1cc(C)n2nc(SCC(=O)NCC3CCCO3)nc2n1 (stereo not given)	0.8	10	2	-1.3
CCOc1cc(C2C(C#N)=C(N)Oc3n[nH]c(-c4ccccn4)c32)ccc1O (stereo not given)	-0.7	9	23	0.0
O=C(Nc1cccc(Br)c1)c1ccc(O)cc1	0.0	-42	2	-3.4
C=CCN1C(=O)S/C(=C/c2c(F)cccc2Cl)C1=O	-0.2	-65	-8	1.4
CCCCc1ccc(C(=O)N/C(=C\c2ccc(C)cc2)C(=O)Nc2ccc(C)c(Cl)c2)cc1	0.0	-2	5	-0.2
O=C(CC1CS(=O)(=O)CC1CC(=O)Nc1ccccc1)Nc1ccccc1 (stereo not given)	0.1	5	-1	0.8
CC1CN(C)C(C)/C(=C\c2ccco2)C1=O (stereo not given)	1.1	-1	8	-1.3
CCCCOc1ccccc1C(=O)NCC(=O)NN	0.6	11	5	-0.4
CCOC(=O)/C(=C\C=C1/Sc2ccccc2N1CC)C(C)=O	-0.4	-5	13	0.8

Next section; the last four above are carried over.
SMILES	FBW7 act	TEAD-YAP block	MITF inh	GPR151 activ
O=C(CC1CS(=O)(=O)CC1CC(=O)Nc1ccccc1)Nc1ccccc1 (stereo not given)	0.1	5	-1	0.8
CC1CN(C)C(C)/C(=C\c2ccco2)C1=O (stereo not given)	1.1	-1	8	-1.3
CCCCOc1ccccc1C(=O)NCC(=O)NN	0.6	11	5	-0.4
CCOC(=O)/C(=C\C=C1/Sc2ccccc2N1CC)C(C)=O	-0.4	-5	13	0.8
COc1ccc(C2CC(C(F)(F)F)n3nc(C(=O)Nc4cccc(CCC#N)c4)cc3N2)cc1OC (stereo not given)	0.1	-13	5	-0.5
O=C(NC1CCCCCC1)c1nc2c(nnn2Cc2ccc(F)cc2)c(=O)[nH]1	0.0	1	15	0.1
CCOc1ccc(NC(=O)c2ccc(N3CC4CC(C3)c3cccc(=O)n3C4)c(NC(=O)c3ccc(C(C)(C)C)cc3)c2)cc1 (stereo not given)	0.1	1	2	0.2
CCCC1([C@@H](O)C/C=C/[C@H]2C(O)CC(=O)[C@@H]2CCCCCCC(=O)OC)CCC1 (stereo not given in full)	x	x	4	1.7
CCCOc1ccc(OC(=O)c2cncc(Br)c2)cc1	-0.1	7	3	-0.2
Cc1nc(-c2cccnc2)sc1CCNS(=O)(=O)c1ccc2c(c1)OCCO2	-0.4	-12	4	1.0
CCCCOC(=O)C1=C(C)NC(=O)NC1c1ccccc1OCC (stereo not given)	0.1	5	1	-0.4
Cc1ccc(S(=O)(=O)Cc2ccc(C(=O)N3CCN(c4ccccc4)CC3)o2)cc1	-0.2	40*	16	-0.5
CCOc1ccc(-n2c(-c3ccc(C)cc3)nc3c(cnn3-c3ccccc3)c2=O)cc1	0.2	9	18	-1.1
Cc1oc(-c2ccccc2Cl)nc1CSCC(=O)NC(C)(C)C	0.0	-23	5	5.2*
C=CCNC(=O)C1CCN(C(=O)c2ccc(-c3ccccc3)cc2)CC1	-0.2	-6	3	-1.1
O=C(c1ccc(N2CCC(NCc3n[nH]c4c3CCCCC4)CC2)cc1)N1CCOCC1	0.0	-11	-8	-0.7
Cc1ccc(/C=N/NC(=O)c2cc(-c3ccccc3)sc2N)o1	-0.4	-5	3	0.8
O=C(CN1CCC(S(=O)(=O)c2ccc(-c3cccs3)cc2)CC1)c1cccnc1	0.6	-4	14	-0.3
O=C(N/N=C/c1ccc(O)c(O)c1)c1ccccn1	-0.1	-81	25	-5.1
O=[N+]([O-])c1ccc(/C=C/c2nc3ccc([N+](=O)[O-])cc3[nH]2)cc1	0.0	4	2	1.8
Cc1cc(C)cc(NC(=O)N2CCC(N3CCCCC3)CC2)c1	0.1	2	2	0.0
CCC(C)(C)NC(=O)CN(Cc1ccc(F)cc1)C(=O)CCC(=O)Nc1ccccn1	0.1	5	4	1.4
Cc1nn(CC(=O)N(C)Cc2ccccc2)c(=O)c2cccn12	0.2	-9	0	1.0
OCCNc1nc(-c2csc3ccccc23)nc2c1ncn2-c1ccsc1	0.0	44*	7	0.5
COc1cccc(-c2nnc(NC(C)=O)o2)c1	-0.1	7	4	-1.5
CCCNC(=O)CSc1nc(C)nc2sc3c(c12)CCC3	-0.2	-15	-2	1.9
COc1ccc(C)cc1NC(=O)CC1CCCCC1	0.0	-11	23	0.9
COc1ccc(CC(=O)NNC(=O)NCc2cccnc2)cc1	0.1	-2	-1	0.3
COc1ccc(F)cc1S(=O)(=O)N1CCN(C)CC1	-0.1	-4	-7	0.1
CCOC(=O)Cc1csc(NC(=O)C(F)(F)F)n1	0.5	15	11	-1.2
CCNC(=O)NC(=O)C(C)Oc1ccc(C(=O)OC)cc1 (stereo not given)	0.3	0	-3	0.0
COc1ccc(N2CCN(C(c3cccs3)C(C)NC(=O)C3CC3)CC2)cc1 (stereo not given)	0.0	-8	-18	-0.4
N#CC(C(=O)c1ccco1)c1nc(-c2ccc(Cl)cc2)cs1 (stereo not given)	-0.1	-69	0	-1.5
CC(C)Sc1nnc2n1CCN2c1ccc(F)cc1	-0.1	-70	-8	-0.3

4 structures from above, sorted by molar mass, low to high:
SMILES	FBW7 act	TEAD-YAP block	MITF inh	GPR151 activ
COc1cccc(-c2nnc(NC(C)=O)o2)c1	-0.1	7	4	-1.5
N#CC(C(=O)c1ccco1)c1nc(-c2ccc(Cl)cc2)cs1 (stereo not given)	-0.1	-69	0	-1.5
OCCNc1nc(-c2csc3ccccc23)nc2c1ncn2-c1ccsc1	0.0	44*	7	0.5
CCC(C)(C)NC(=O)CN(Cc1ccc(F)cc1)C(=O)CCC(=O)Nc1ccccn1	0.1	5	4	1.4

Later entries.
SMILES	FBW7 act	TEAD-YAP block	MITF inh	GPR151 activ
Cc1nc(N2CCCCC2)c2c(C)c(C(=O)NCc3ccc(F)cc3)sc2n1	0.1	-2	-5	2.2
CCOC(=O)c1c(C)nc(-c2ccccc2)nc1NC(=O)c1ccccc1	0.0	-4	9	0.6
CC1=C(C(=O)OC2CCCC2)C(c2ccc(C)o2)C2=C(CC(c3cccs3)CC2=O)N1 (stereo not given)	0.0	14	3	-0.7
CN(Cc1ccccc1)S(=O)(=O)c1cc(C(=O)O)c(Cl)cc1Cl	-0.3	-6	7	-0.7
Nc1ncn(S(=O)(=O)c2ccccc2)n1	-0.1	10	-5	0.1
CCOC(=O)c1ccc(NC(=O)CSc2nc3ccc(C)cc3[nH]2)cc1	0.1	4	-5	-1.4
Cc1cc(C)c2c(c1)=C(c1sc(Nc3ccc(F)cc3)nc1O)C(=O)N=2	0.7	4	19	0.2
Cc1cc(NC(=O)Nc2cccc(C(F)(F)F)c2)no1	-0.1	4	14	-0.5
Cc1nn(C)cc1CN1CCCC(c2[nH]ncc2-c2c(F)cccc2F)C1 (stereo not given)	-0.1	-7	-24	-0.7
CC1(C)Cc2c(cnn2-c2ccccc2)C(=O)/C1=N/NC(=O)c1cccnc1	-0.1	2	-9	-0.6
O=C(Cn1c(NCCO)nc2ccccc21)c1cccc(Br)c1	-0.1	6	-10	-0.6
COc1ccc(OC)c(C2Sc3ccccc3NC3=C2C(=O)c2ccccc23)c1 (stereo not given)	0.0	-7	18	1.1
CN(C)CCNCCCOc1ccc(OCc2ccccc2)cc1	0.5	-47	-3	-1.9
COc1ccc2c(c1)C(C)(Cc1ccccc1F)C(=O)N2 (stereo not given)	-0.1	1	6	-0.4
CCCN1CCN(S(=O)(=O)c2cc3c(cc2C)NC(=O)CO3)CC1	0.1	-5	-12	-0.1

2 records picked at random from those above:
SMILES	FBW7 act	TEAD-YAP block	MITF inh	GPR151 activ
CN(Cc1ccccc1)S(=O)(=O)c1cc(C(=O)O)c(Cl)cc1Cl	-0.3	-6	7	-0.7
Nc1ncn(S(=O)(=O)c2ccccc2)n1	-0.1	10	-5	0.1

Next part:
SMILES	FBW7 act	TEAD-YAP block	MITF inh	GPR151 activ
COc1cc(OC)c(NC(=O)CSc2nnc(C)s2)cc1Cl	-0.1	10	-1	1.6
CC[C@H](C)[C@@H]1NC(=O)[C@@H]2C[C@H](NCc3cnn(-c4cccc(Cl)c4)c3)CN2C1=O	-0.1	-6	-2	1.1
Clc1ccc(/C=N/Nc2nnnn2-c2cccc3ccccc23)cc1	0.1	-1	-1	4.2
C=CCN1C(=O)/C(=C\c2ccc(OCc3cccc4ccccc34)c(OC)c2)SC1=Nc1ccccc1	0.0	-26	16	-0.6
Cc1cc(C)n2nc(S(=O)(=O)Nc3ccc(Cl)cc3C)nc2n1	0.0	4	-2	1.8
Cc1cc(-c2cnc(C)nc2C2CCCN(C(=O)N3CCOCC3)C2)on1 (stereo not given)	-0.2	-18	0	0.0
C/C=C/c1ccc(OCCCn2cncn2)c(OC)c1	0.0	-7	31	1.6
COC(=O)c1ccc(OC(=O)CN2C(=O)c3ccccc3C2=O)cc1	0.0	0	-14	-1.0
O=C(CC1NCCNC1=O)Nc1ccccc1[N+](=O)[O-] (stereo not given)	0.0	5	-13	-0.3
Nc1nnc(-c2cccc(Br)c2)o1	0.1	-9	-3	-0.4
Cc1cc(C)n(-c2cc(N3CCN(C(=O)/C=C/c4ccc(Cl)cc4Cl)CC3)ccc2[N+](=O)[O-])n1	-0.1	16	15	1.7
Cn1c(=NC(=O)COc2ccccc2)sc2ccccc21	0.0	-59	1	4.3
O=C(CCNS(=O)(=O)c1cccc2nsnc12)NCCc1ccc(Cl)cc1	-0.1	8	8	-0.3
CCOC(=O)N1CCC(NCc2ccccc2OC)CC1	0.1	-3	0	-0.4
O=C(Nc1ccc2oc(-c3ccc(Cl)cc3)nc2c1)c1ccc(I)cc1	0.7	0	-3	-0.3
COc1ccc(C(OC(=O)c2ccno2)C(=O)NC2CCCC2)cc1 (stereo not given)	0.2	-6	-1	0.7
O=C(Cc1ccc([N+](=O)[O-])cc1)N/N=C/c1ccccc1F	-0.4	-5	-9	1.9
COC(=O)C1=C(C)N=c2s/c(=C/c3ccc(OC(C)=O)c(OC)c3)c(=O)n2C1c1ccc(OC(C)=O)cc1 (stereo not given)	0.1	2	-15	-0.4
COc1ccc(Cn2ccnc2SCC(=O)NC2CCCCC2)cc1	0.2	2	7	0.6
COC(=O)C1=CN(C(C)C)C=C(C(=O)OC)C1c1ccc(Br)cc1	0.1	1	6	-1.1
CCOC(=O)C1(CCc2ccccc2)CCN(C(=O)C(C)n2cncn2)CC1 (stereo not given)	0.1	-11	0	-0.1
Cc1ccc(/C=C(/C#N)C(=O)Nc2ncc(Cc3ccc(F)cc3)s2)o1	-0.2	-19	5	1.2
O=C(OCc1cccc([N+](=O)[O-])c1)c1cccnc1Cl	0.0	7	12	1.4
CCc1nnc(NC(=O)c2cccc(Cl)c2Cl)s1	0.0	-6	10	1.2
